a7 integrin act: integrin-mediated muscular dystrophy alleviation activation | alpha7betagal myoblasts, beta-gal FDG fluorescence, 48 h | Potency, µM (series often up to 38.3 µM), for inactives: at the top dose activation, hits mostly activators | hit rate 0.064% among 350,000 | AID 624291;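 note: potency is the fitted concentration of half-maximal effect; 100% = response of the positive control SU9516; nearly all actives have a fitted effect of over 60% in size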
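Alpha7betagal+/- myoblasts (passage 13) were plated 16-24 hr, then exposed to compounds (1:260 dilution of DMSO stock) for 48 hours at 37C. After MPER lysis, β-galactosidase reporter activity was read as FDG fluorescence (ex 480/em 540) after 30 minutes.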
TSG101-PTAP inh: blocks PTAP/TSG101 interaction to inhibit HIV-1 budding | AID 493005 | Fluorescence polarization, FITC-PTAP peptide / Tsg101 binding | 340,000 tested, under 10 active | Potency, µM (highest dose often 115 µM), for the others: top-dose activity change, negative = inhibition, most hits filed as inhibitors | Q99816; active = well fitted inhibition curve with a large enough effect in the main read-out, with a control signal flat, not every such curve was filed as active; inconclusive = small, poorly fitted or top-dose-only effect, or effect the other way, or a change in a side signal; inactive = no such curve, though single readings can be large or run the other way; note: potency is the fitted concentration of half-maximal effect; % of control where 0% means no effect
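Compounds were pin-transferred onto Tsg101 binding domain (10 uM final) in HEPES pH 7.5 buffer, then FITC-PTAP peptide was added at 50 nM final. After 20 min at RT, polarization reported peptide displacement across a qHTS concentration series.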
ELG1 repair inh: ELG1-dependent DNA repair inhibition | HEK293T ELG1-luciferase reporter, luminescence, 16 h; DNA damage induced by 5-fluorouridine | Potency, µM (series often up to 46.1 µM), without a hit: at the highest dose activity change, negative = inhibition, usual class: inhibitors | hit rate 2.3% among 330,000; note: potency is the fitted concentration of half-maximal effect; % is set by controls: 0 for no effect and ±100 for the full control effect; nearly all actives have a fitted effect of over 55% in size
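5-Fluorouridine DNA damage + compound/DMSO, 2,000 cells/well, 16 h, 37 °C/5% CO2. ONE-Glo, 30 min RT, luminescence. Readout = decrease in reporter signal.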
AT treatment: potential ataxia-telangiectasia treatments restoring KAP-1 phosphorylation; […] A-T fibroblasts, KAP-1 phosphorylation AlphaLISA; neocarzinostatin DNA damage 30 min before lysis; Potency, µM (titrated, usually from 57.5 µM), inactives show top-dose activation, actives largely listed as activators; hit rate 0.19% among 320,000; AID 485349; note: potency is the fitted concentration of half-maximal effect; % of control where 0% means no effect; nearly all actives have a fitted effect of over 45% in size
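ATM-like activity read as KAP-1 phosphorylation via AlphaLISA donor/acceptor antibody pairs after lysis and 6 hr at 25C. Cells were ATM-null patient fibroblasts ([…], hTERT), dosed 60 min, then exposed to the DSB inducer NCS for 30 min.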
TRPV1 agonist: human TRPV1 agonism; Q8NER1; TRPV1-expressing cells, Fluo-8 calcium influx, agonist mode; activation, % at 8.33 µM; hit rate 0.19% among 320,000; AID 540275; in the data active = activation above about 80%; inconclusive = between about 30% and that limit; note: 0% is about no effect
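Fluo-8 calcium influx in TRPV1-expressing cells, kinetic read (ex 480/em 520 nm). Compound added and read 3 min for agonist activity, followed by capsaicin at EC20 final and 2 min further read for enhancement.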
BRCA1 expr up: increases BRCA1 expression. MCF7-BRCA1-FFLuc reporter, luminescence, 48 h; response scale: scaled: vehicle 0%, 10 µM genistein 100%. Potency, µM (doses to about 46.1 µM), without a hit: top-dose activation, usual class: activators. hit rate 1.1% among 380,000. AID 624202; note: potency is the fitted concentration of half-maximal effect; nearly all actives have a fitted effect of over 80% in size; some results filed as inactive show a strong effect at the top dose
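Using MCF7 cells harboring a BRCA1 firefly luciferase reporter, plated 2 h before compound pinning, the screen measured luminescence after 48 h incubation. Responses were normalized to DMSO and 10 microM genistein, then fitted for concentration-effect.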
CXXC DNA block: inhibitors of human MLL CXXC domain-DNA interaction. hit rate 0.037% among 290,000. Potency, µM (highest dose often 115 µM), without a hit: at the top dose activity change, negative = inhibition, most hits filed as inhibitors. Q03164. MLL-CXXC / FITC-HOXA9 DNA fluorescence polarization; active = well fitted inhibition curve with a large enough effect in the polarisation, with a control signal flat, not every such curve was filed as active; inconclusive = small, poorly fitted or top-dose-only effect, or effect the other way, or a change in a side signal; inactive = no such curve, though single readings can be large or run the other way; the % refers to the polarisation; note: potency is the fitted concentration of half-maximal effect
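Purified MLL-CXXC (added from a 7 uM solution) was preincubated 5 min at ambient with pinned compounds in 50 mM Tris-HCl pH 7.5, 50 mM NaCl, 1 mM DTT, 0.05% BSA. Fluorescein-labeled HOX-A9 DNA (50 nM solution) followed, 30 min, then polarization read.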
TCR act: activates T cell receptor signaling; primary human leukocytes, anti-CD3, IL-2 HTRF, 48 h; Potency, µM (top dose mostly 9.22 µM), inactives show at the highest dose activation of IL-2 secretion, usual class: activators; 330,000 tested, under 10 active; note: % of control where 0% means no effect
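TCR engagement came from a-CD3 beads alone, with compounds added to primary human leukocytes for 48 hr. Secreted IL-2 bridged europium cryptate- and d2-labelled anti-IL-2 antibodies, giving FRET emission at 665nm after 320nm excitation.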
p53 reactivator: re-activators of mutant p53; H1299 p53-A138V BP100-luciferase reporter, luminescence, 24 h; Potency, µM (top dose mostly 92.2 µM), for inactives: at the highest dose activity change, positive = activation, actives largely listed as activators; hit rate 0.063% among 320,000; AID 504706; note: potency is the fitted concentration of half-maximal effect; % of control where 0% means no effect; nearly all actives have a fitted effect of over 45% in size
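p53-null H1299 cells stably carrying temperature-sensitive p53-A138V and a BP100-luciferase reporter were pinned with compounds (4-point, 1:5 series) and held 24 hrs at 37 deg C. Luminescence was read 10 min after detection reagent.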
B2AR arrestin: beta2AR (human) beta-arrestin recruitment activity; Potency, µM (series often up to 46.1 µM), without a hit: at the top dose activation, usual class: activators; hit rate 0.02% among 330,000; beta-arrestin recruitment to beta2AR, cell-based reporter;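 note: potency is the fitted concentration of half-maximal effect; 0% = DMSO controls and full agonism = EC100 isoproterenol or metaproterenol; nearly all actives have a fitted effect of over 65% in size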
An asterisk follows results filed as active; ? = inconclusive; nt = not tested or not shown; [ ] = dose if it differs, or a comment. Unless noted, calls come from the whole dose curve; as a rule, active = well fitted curve in the direction sought with a large enough effect; inconclusive = small, poorly fitted or top-dose-only effect, or another doubt; inactive = no such curve, though single readings can be large; an effect the other way counts as inactive or inconclusive.

Value order: a7 integrin act	TSG101-PTAP inh	ELG1 repair inh	AT treatment	TRPV1 agonist	BRCA1 expr up	CXXC DNA block	TCR act	p53 reactivator	B2AR arrestin
Cc1cc(C)n(C(=O)CNC(=O)c2cccs2)n1
  18%	-4%	4%	9%	0	32%	3%	4%	-4%	-2.0%
COc1cc(C(=O)NCc2ccc3c(c2)OCO3)ccc1OCc1c(C)noc1C
  2%	-4%	17%	1%	3	-22%	2%	1%	-3%	-0.6%
Cc1ccsc1C1Nc2ccc3ncccc3c2C2=C1C(=O)CC(C)(C)C2 (centres undefined)
  11%	-11%	12%	13%	-2	-91%[inhibitor]	6%	1%	-18%	-0.4%
CCOc1ccccc1NC(=O)CSc1nnc2ccc(-c3ccncc3)nn12
  18%	-4%	-4%	0%	-3	-1%	1%	9%	-2%	-0.1%
Cc1ccc(NC(=O)COC(=O)C(NS(=O)(=O)c2ccc(Cl)cc2)C(C)O)cc1C (centres undefined)
  -45%[inhibitor]	-6%	-13%	4%	16	-14%	5%	-2%[46.1 µM]	6%	-0.5%
COc1ccc(-c2cc(C(=O)N3CCCCC3)c3ccccc3n2)cc1OC
  -11%	-3%	?	3%	10	6%	-2%	15%	-13%	-0.2%
CSc1nc(C)cc(C)c1S(=O)(=O)c1ccccc1C
  -17%	-5%	-9%	10%	2	-10%	6%	-15%	7%	-0.7%
O=C(NCc1cccnc1)c1ccccn1
  14%	-3%	12%	-5%	2	-1%	3%	5%	-3%	-0.3%
COc1ccc(NC(C)=O)cc1CNC(=O)COc1c(C)c(C)cc(C)c1C
  20%	-2%	-25%	18%	-1	-26%	-4%	1%[46.1 µM]	-12%	1.6%
COc1ccc(-c2csc(NC(=O)CN3C(=O)NC4(CCCC4)C3=O)n2)c(OC)c1
  2%	1%	3%	-3%	1	10%	nt	1%	0%	-0.1%
COc1cc(OC)c2c(c1)C(=O)c1cc(OC)cc(OC)c1C2=O
  -2%	1%	-7%	4%	-2	-22%	0%	5%	-9%	-0.5%
COc1ccc(/C=C2\SC(=O)N(CCNC(=O)Cc3coc4cc(OC)ccc34)C2=O)cc1
  -14%	-1%	?	2%	0	24%	9%	-8%[46.1 µM]	?	-1.1%
COC(=O)c1ccc(Cn2cnc3c(Cl)ncnc32)cc1
  -33%	-6%	nt	nt	nt	-12%	nt	2%	nt	nt
Cc1nn(Cc2ccccc2Cl)c(C)c1NC(=O)CSc1n[nH]c(C)c1[N+](=O)[O-]
  nt	nt	-19%	6%	1	nt	11%	-9%[46.1 µM]	-6%	-0.2%
CN(C)c1ccc(N/C=C/C(=O)c2ccccc2)cc1
  4%	-3%	?	-9%	3	?	9%	2%	-15%	0.7%
CN1C(=O)C(CC(=O)Nc2ccc(F)cc2)N(Cc2ccco2)C1=S (centres undefined)
  -22%	-2%	10%	-2%	1	-43%	2%	-2%	-1%	-0.1%
COc1ccc(C(=O)NC(=S)N2CC(C)OC(C)C2)cc1OC (centres undefined)
  15%	-1%	1%	-3%	1	-5%	-3%	5%	5%	-0.4%
O=C(CSc1ccc2c(c1)OCCO2)Nc1ccc(N2CCOCC2)cc1
  -27%	2%	-1%	3%	2	-1%	-2%	4%	-2%	1.2%
Cc1ccc(-c2nc(N)nc(N)n2)c(C)c1
  -9%	-7%	6%	1%	-2	0%	nt	4%	-1%	0.1%
Cc1ccc(NS(=O)(=O)c2ccc3c(c2)NC(=O)CCS3)c(C)c1
  -35%	-3%	2%	-8%	?	-17%	-3%	-10%	-4%	0.0%
CSC1=NCCN1C(=O)c1c(-c2ccccc2Cl)noc1C
  -7%	-2%	6%	3%	3	-2%	2%	-2%	6%	4.6%
Cc1ccc(CNC(=O)C2CCC(=O)N(C3CC3)C2)cc1 (centres undefined)
  3%	-4%	?	17%	1	19%	-5%	1%	8%	-0.5%
CC(=O)Nc1ccc(C(=O)OC2CCCCC2=O)cc1 (centres undefined)
  -1%	-8%	12%	10%	0	-5%	-1%	-2%	2%	-0.8%
Cc1ccccc1C(=O)NC1CCN(C(=O)N(c2ccccc2)c2ccccc2)CC1
  0%	-5%	-27%	1%	2	-14%	-8%	5%	2%	-0.3%
O=C(COC(=O)c1ccccc1NCCO)NCCc1ccccc1
  4%	0%	27%	6%	-1	65%	nt	0%	18%	-0.4%
CCOC(=O)C1CCCN(c2ccc(NC(=O)c3snc4c(=O)[nH]cnc34)cc2)C1 (centres undefined)
  ?	-3%	1%	1%	0	-11%	3%	4%	9%	0.2%
COc1cc(NC(=O)CNc2ccc(Cl)c(S(=O)(=O)N3CCOCC3)c2)cc(OC)c1
  -22%	-1%	?	0%	5	0%	nt	-4%	-1%	1.4%
Cc1ccc2[nH]c3c(c2c1)CN(C(=O)CN1CCCc2ccccc21)CC3
  8%	-5%	0%	24%	4	-30%	-6%	-5%	5%	-0.4%
CCOC(=O)C(/C(N)=N/C(=O)Nc1ccccc1)=C(\C)O
  21%	-2%	-27%	-6%	?	15%	9%	1%	-1%	-0.1%
Nn1cc(-c2ccccc2)nc1SCC(=O)N1CCN(S(=O)(=O)c2ccc(Cl)cc2)CC1
  1%	-4%	-27%	2%	9	-43%	-10%	-2%	-6%	0.0%
O=C(Nc1nnc(SCc2ccc(F)cc2)s1)C1Cc2ccccc2CN1C(=O)c1ccco1 (centres undefined)
  15%	2%	-5%	2%	6	-5%	-3%	-202%	-3%	0.3%
O=C(CN(C(=O)c1ccccc1Cl)C1CCCCC1)Nc1ccc(Cl)c([N+](=O)[O-])c1
  -43%	-8%	?	-2%	nt	-89%[inhibitor]	1%	6%	0%	-1.0%
NC(=NC1CCCCC1)c1ccc([N+](=O)[O-])cc1
  -19%	-7%	6%	0%	0	-18%	16%	-4%	1%	0.2%
COC(=O)CNS(=O)(=O)c1ccc(OC)cc1
  -2%	2%	-1%	-1%	-1	5%	0%	3%	-1%	-0.1%
CC1(C)C(=O)Nc2ccccc2N1C(=O)COc1ncnc2c(Cl)cc(Cl)cc12
  -16%	-12%	?	-1%	1	-32%	-4%	2%	-17%	-0.1%
CCN(CC(=O)Nc1cccc(OC)c1)CC(=O)Nc1ccc(C)cc1Cl
  -9%	-1%	-5%	-1%	11	-1%	-1%	0%	-6%	-0.4%
CCCc1nnc(SCC(=O)Nc2ccc(C(=O)OCC)cc2)o1
  -55%[inhibitor]	-2%	28%	-3%	3	6%	3%	4%	12%	-0.8%
Cc1c(N2C(=O)/C(=C\c3ccccc3O)SC2=S)c(=O)n(-c2ccccc2)n1C
  -28%	-5%	?	-9%	1	0%	2%	7%	?	-2.0%
CN(Cc1ncc[nH]1)Cc1cn(-c2ccccc2)nc1-c1ccc2c(c1)OCO2
  -12%	0%	19%	7%	25	-8%	-6%	-7%	-2%	-0.6%
[O-]/[N+](=C/c1ccco1)c1ccccc1
  -26%	-13%	0%	-7%	1	-4%	1%	-5%	9%	-0.9%
Cc1ccsc1C(=O)OCC(=O)NCCC1=CCCCC1
  -4%	0%	?	-3%	15	67%	-4%	-2%[46.1 µM]	?	-0.6%
Cc1nc(Nc2ccc(C(=O)O)cc2)sc1-c1ccccc1
  -10%	-2%	?	3%	7	?	-2%	-1%	-9%	-0.3%
O/N=C1\CC2(Cc3nonc31)OCCO2
  18%	-4%	-3%	5%	-3	-5%	0%	-8%	3%	-0.5%
Cc1ccc2c(c1)N(C(=O)CCC(=O)NCCCN(C)Cc1ccccc1)CCO2
  -20%	-6%	5%	-13%	1	2%	nt	9%	6%	-0.1%
CC1CCC2(CC1)NC(=O)N(CC(=O)N1CCN(C(=O)c3ccco3)CC1)C2=O (centres undefined)
  0%	-8%	8%	-4%	-5	19%	nt	-1%	2%	-0.1%
CCC(=O)N1CCc2cc(OC)c(OC)cc2C1COc1ccc(F)cc1 (centres undefined)
  -5%	0%	?	8%	5	1%	9%	12%	-6%	-0.3%
OCCC1CN(Cc2ccc(Oc3ncccn3)cc2)CCN1Cc1ccc(F)c(F)c1 (centres undefined)
  1%	-1%	0%	23%	-2	3%	-3%	0%	0%	0.4%

Compound activity: PubChem BioAssay, National Center for Advancing Translational Sciences (NCATS)
